hIAP block – human IAP inhibition; 330,000 compounds, 0.12% hits; P09923; inhibition, % at 10 µM; purified IAP, CDP-Star luminescence, 30 min; AID 2544;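 active = inhibition reaching a set limit with compound at 10 µM in the primary screen, cut at about 35% in these data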;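 also: plate controls were DMSO wells with enzyme for no effect and no-enzyme buffer wells for full effect; values of inactives mirror those of a sister screen read the other way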
hIAP act – increases human intestinal alkaline phosphatase activity. P09923. purified human IAP, CDP-Star luminescence, 30 min; stronger effect = higher value; 1 = vehicle-only enzyme, 0 = enzyme-free background. activation factor at 10 µM. 330,000 compounds, 0.16% hits. AID 2524;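 active = activation factor of the enzyme at least 2-fold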; also: the source names both 10 and 20 µM as test concentration; values of inactives mirror those of a sister screen read the other way
mIAP activ – mouse IAP activation | muIAP, CDP-Star luminescence, 30 min; stronger effect = higher value; 1 = vehicle-only enzyme signal, 0 = enzyme-free wells | activation factor at 10 µM | AID 2805 | 330,000 compounds, 0.24% hits;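 active = activation factor of at least 2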; also: the source names both 10 and 20 µM as test concentration; values of inactives mirror those of a sister screen read the other way
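System: mouse IAP enzyme. Reagent: CDP-Star chemiluminescent phosphatase substrate. Benchmarks: DMSO wells, no-enzyme wells. Times: 30 min enzyme-substrate-compound incubation at room temperature. Detection: luminescence from enzymatic CDP-Star hydrolysis. Doses: test compounds delivered from DMSO solution.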
MPTP block – inhibitors of mitochondrial permeability transition pore | isolated mouse mitochondria, Ca2+ swelling absorbance, 30 min | inhibition, % at 10 µM | 360,000 compounds, 1.4% hits | AID 602449;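 active = inhibition of 50% or more, scaled per plate between neutral and stimulator controls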;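 also: 0% = DMSO wells given calcium and 100% = 1 mM EGTA wells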
A3G deaminase – inhibitors of human APOBEC3G DNA deaminase; Q9HC16; recombinant A3G, ssDNA deamination FAM/TAMRA fluorescence; inhibition, % at 20 µM; 330,000 compounds, 0.28% hits; AID 493012;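 active = inhibition of at least 40% at 20 µM, with no more than 30% in the related APOBEC3A deaminase screen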;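 also: plate controls were DMSO wells with A3G for no effect and wells lacking A3G enzyme for full effect; some compounds called inactive have numbers as strong as hits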
Target sequence (Q9HC16 whole entry, looked up): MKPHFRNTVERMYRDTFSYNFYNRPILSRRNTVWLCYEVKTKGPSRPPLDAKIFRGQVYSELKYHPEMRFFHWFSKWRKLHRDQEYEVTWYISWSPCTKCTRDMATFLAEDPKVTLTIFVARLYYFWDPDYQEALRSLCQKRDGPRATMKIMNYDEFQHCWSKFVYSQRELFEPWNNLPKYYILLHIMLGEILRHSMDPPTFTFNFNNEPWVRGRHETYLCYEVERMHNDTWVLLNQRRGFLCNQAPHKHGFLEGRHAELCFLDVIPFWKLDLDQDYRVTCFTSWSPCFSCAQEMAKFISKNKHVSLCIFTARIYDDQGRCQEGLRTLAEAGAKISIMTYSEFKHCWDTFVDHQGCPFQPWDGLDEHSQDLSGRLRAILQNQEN
ATG4B inh – blocks human ATG4B protease cleavage of LC3 substrate; AID 504462; inhibition, % at 8.33 µM; ATG4B cleavage of LC3-PLA2, NBD-HPC fluorescence, 1 h; 340,000 compounds, 0.51% hits; Q9Y4P1; in the data active = inhibition above about 40%
Target sequence (Q9Y4P1 whole entry, looked up): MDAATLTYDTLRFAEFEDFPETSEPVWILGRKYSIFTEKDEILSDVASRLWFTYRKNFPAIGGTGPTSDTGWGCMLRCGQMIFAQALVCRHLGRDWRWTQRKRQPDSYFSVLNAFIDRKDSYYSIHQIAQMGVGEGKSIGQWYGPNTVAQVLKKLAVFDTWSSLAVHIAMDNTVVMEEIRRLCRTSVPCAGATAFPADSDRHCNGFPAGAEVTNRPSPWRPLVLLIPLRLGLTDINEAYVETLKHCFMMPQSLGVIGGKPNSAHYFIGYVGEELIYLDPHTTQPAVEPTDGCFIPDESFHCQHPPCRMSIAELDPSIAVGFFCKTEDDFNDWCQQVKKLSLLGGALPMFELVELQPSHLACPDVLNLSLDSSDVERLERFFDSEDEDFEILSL
mIAP block – blocks mouse intestinal alkaline phosphatase | purified mouse IAP, CDP-Star luminescence, 30 min | inhibition, % at 10 µM | 330,000 compounds, 0.2% hits;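 active = inhibition of at least 40% at 10 µM in the primary screen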;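 also: plate controls were DMSO with enzyme for no effect and no enzyme wells for full effect; values of inactives mirror those of a sister screen read the other way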
A3A deaminase – inhibitors of human APOBEC3A DNA deaminase; P31941; 330,000 compounds, 0.41% hits; recombinant A3A, FAM/TAMRA ssDNA deamination fluorescence; inhibition, % at 20 µM;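 active = at least 40% inhibition at 20 µM here, with at most 30% in a related deaminase screen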;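 also: plate controls were A3A with DMSO for no effect and wells lacking A3A enzyme for full effect; some results filed as inactive read as strong as hits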
Target sequence (P31941 whole entry, looked up): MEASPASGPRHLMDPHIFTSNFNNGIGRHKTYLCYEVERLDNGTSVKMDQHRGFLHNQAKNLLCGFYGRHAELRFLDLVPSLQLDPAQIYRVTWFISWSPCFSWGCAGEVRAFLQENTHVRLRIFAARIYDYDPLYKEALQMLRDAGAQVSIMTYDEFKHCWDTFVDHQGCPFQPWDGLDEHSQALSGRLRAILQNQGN
MIN6 prolif – induces beta-cell replication in MIN6 cells | MIN6 cells proliferation, ATPlite luminescence, 48 h; cells starved in 0.2% serum; 100% = growth in 10% serum | proliferation, % at 10 µM | 330,000 compounds, 0.29% hits;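 active = compounds whose signal lies at least 3.5 SD above the mean of all wells on their plate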;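 also: 0% = DMSO-treated cells in low-serum medium and 100% = 10% serum control; some compounds called inactive have numbers as strong as hits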
The depositor's hits bear a star; · = not tested or not shown.

The first 2 compounds, ahead of the listing:
SMILES | hIAP block | hIAP act | mIAP activ | MPTP block | A3G deaminase | ATG4B inh | mIAP block | A3A deaminase | MIN6 prolif
COCCNc1nc2c(c(=O)n(Cc3ccccc3F)c(=O)n2C)n1C | 2 | 0.98 | 0.98 | -0.5 | -7 | 3 | 2 | -7 | 0
C=CCOc1nc2c(c(=O)n(C)c(=O)n2C)n1Cc1ccc(Cl)cc1 | 11 | 0.89 | 0.98 | 6.1 | -6 | 5 | 2 | 0 | 0

All compounds of this part, from the first entry:
SMILES | hIAP block | hIAP act | mIAP activ | MPTP block | A3G deaminase | ATG4B inh | mIAP block | A3A deaminase | MIN6 prolif
COCCNc1nc2c(c(=O)n(Cc3ccccc3F)c(=O)n2C)n1C | 2 | 0.98 | 0.98 | -0.5 | -7 | 3 | 2 | -7 | 0
C=CCOc1nc2c(c(=O)n(C)c(=O)n2C)n1Cc1ccc(Cl)cc1 | 11 | 0.89 | 0.98 | 6.1 | -6 | 5 | 2 | 0 | 0
CC(=O)O/N=C/c1c(N2CCOCC2)n(C)c2ccccc12 | 1 | 0.99 | 0.9 | 0.1 | -6 | -1 | 10 | -4 | -5
O=CNCCCc1nc2ccccc2n1CCc1ccccc1 | 0 | 1 | 0.98 | -1.0 | -1 | 0 | 2 | 8 | -1
O=C(c1cc(F)c(F)c(F)c1F)N1CCN(C(=O)C2CCCO2)CC1 (stereo not given) | -10 | 1.1 | 1 | -3.6 | -6 | 1 | 0 | -1 | 0
CCN(CC)c1ccc(/C=N/NC(=S)NCc2ccccc2)cc1 | 17 | 0.83 | 0.9 | 3.3 | -2 | 7 | 10 | -1 | -3
CC(=O)Oc1ccc2c(=O)c(-c3ccccc3)coc2c1 | -8 | 1.1 | 1.2 | 4.3 | 1 | 0 | -18 | -3 | -2
CC(C)Cn1c(-c2cc([N+](=O)[O-])ccc2Cl)nc2c1c(=O)[nH]c(=O)n2Cc1ccccc1 | 30 | 0.7 | 0.92 | 0.5 | -5 | 0 | 8 | -4 | 0
CCCCNC(=O)CNC(=O)c1nn(-c2ccc(OC)cc2OC)c(=O)c2ccccc12 | -1 | 1 | 1 | 0.6 | -7 | -1 | -3 | 1 | 0
CC(C)(C)OC(=O)N/N=C\c1cccnc1 | -4 | 1 | 1 | -2.1 | -6 | 1 | -3 | -1 | -3
Cc1nc(C)c(C(=O)Nc2cccc(Cl)c2)o1 | 17 | 0.83 | 1 | 1.6 | -6 | 9 | -1 | -1 | 2
NS(=O)(=O)c1ccc(CCNC(=O)CCCNC(=O)c2ccc(Cl)cc2)cc1 | 3 | 0.97 | 0.92 | -0.7 | -15 | -3 | 8 | -2 | -2
CCOC(=O)Cn1nc(-c2ccc(F)cc2)oc1=O | -9 | 1.1 | 0.93 | -7.4 | -3 | -5 | 7 | -1 | 0
COc1ccc(/C=N/NC(=S)Nc2ccccc2)cc1COc1cccc(C)c1C | -12 | 1.1 | 0.99 | 2.1 | -4 | -5 | 1 | -7 | -4
COc1ccc(-c2nn(-c3ccccc3)cc2C(=O)NC2CCC(C)CC2)cc1 (stereo not given) | -2 | 1 | 1.9 | -0.2 | -8 | -3 | -90 | -2 | -1
COC(=O)c1c(NC(=O)CN2CCN(c3ncccn3)CC2)sc(C(N)=O)c1C | -8 | 1.1 | 0.89 | -0.6 | 2 | 0 | 11 | 7 | 1
COc1ccccc1NC(=O)Cc1nnc(SCC(=O)Nc2ccc(F)cc2F)n1C | 6 | 0.94 | 0.95 | 0.0 | -4 | -1 | 5 | -4 | -2
COC(=O)c1c(C(=O)OC)c(-c2ccc(F)cc2)n2c1CSC2 | -1 | 1 | 1 | -1.2 | -10 | 1 | -2 | -1 | -3
COc1ccc2[nH]c3c(=O)n(/N=C/[C@H]4C(C)C=C(C)CC4C)c(=O)[nH]c3c2c1 (stereo not given in full) | -10 | 1.1 | 1.1 | 25 | -4 | 6 | -8 | -4 | -5
O=C(O)Cn1c(=O)cnc2ccccc21 | -2 | 1 | 0.81 | 0.8 | -5 | 3 | 19 | -3 | -1

Pulled one by one from above (2):
SMILES | hIAP block | hIAP act | mIAP activ | MPTP block | A3G deaminase | ATG4B inh | mIAP block | A3A deaminase | MIN6 prolif
O=C(O)Cn1c(=O)cnc2ccccc21 | -2 | 1 | 0.81 | 0.8 | -5 | 3 | 19 | -3 | -1
O=CNCCCc1nc2ccccc2n1CCc1ccccc1 | 0 | 1 | 0.98 | -1.0 | -1 | 0 | 2 | 8 | -1

Next part.
SMILES | hIAP block | hIAP act | mIAP activ | MPTP block | A3G deaminase | ATG4B inh | mIAP block | A3A deaminase | MIN6 prolif
CCc1noc(C)c1C(=O)N1CCCC(CCC(=O)NCc2ccc(F)c(F)c2)C1 (stereo not given) | 1 | 0.99 | 1.1 | 0.7 | -12 | 1 | -14 | 4 | -3
Cc1cc(C)c2[nH]c(=O)c(CN(Cc3ccccc3)C(=S)NCCCN(C)C)cc2c1 | -8 | 1.1 | 1.1 | -1.0 | -7 | 3 | -9 | -5 | -6
COC(=O)c1ccc(N/C(C)=C/C(=O)c2ccc(C)o2)cc1 | 36* | 0.64 | 0.89 | -0.5 | -2 | -4 | 12 | 0 | 0
O=C(Oc1ccc(Cl)cc1)c1ccc(N2CCOCC2)c([N+](=O)[O-])c1 | -1 | 1 | 0.98 | 0.8 | -1 | -5 | 2 | 4 | -2
CC(C)NC(=O)Nc1cccc2c1O[C@H](CN(C)S(C)(=O)=O)[C@@H](C)CN([C@H](C)CO)C2=O | -15 | 1.2 | 0.99 | 0.1 | -2 | -6 | 0 | 1 | 0
CC(=O)Cn1ncc(N(C)Cc2ccccc2)c(Cl)c1=O | -7 | 1.1 | 1 | 0.9 | -7 | 2 | -5 | -2 | -1
O=C(COc1ccc(Cl)cc1)NCCNc1ccc([N+](=O)[O-])cc1 | 3 | 0.97 | 0.9 | 1.4 | -11 | -9 | 10 | -5 | -3
COC(=O)c1ccccc1NC(=O)COC(=O)CO/N=C(\C)c1ccc2c(c1)OCO2 | -7 | 1.1 | 0.97 | -0.9 | -10 | 3 | 3 | -4 | -1
COc1ccc(C(=O)NC2CCN(C(=O)Nc3ccc(F)cc3)CC2)cc1 | -12 | 1.1 | 1.1 | -1.0 | -10 | -2 | -12 | -3 | -1
O=C(/C=C/c1ccccc1Cl)NCc1ccccc1 | -5 | 1 | 0.9 | 0.5 | -1 | 25 | 10 | 3 | -2
COc1ccc(C2=NS(=O)(=O)N(C)C(C(=O)N3CCCCC3C)=C2)cc1 (stereo not given) | 0 | 1 | 0.97 | -0.7 | -3 | -15 | 3 | -3 | -1
COc1ccc(NC(=O)c2ccccc2NC(=O)c2cccs2)cc1 | 5 | 0.95 | 1 | -2.5 | -10 | 0 | 0 | -4 | 3
Cn1cnnc1SCc1ccccc1 | -15 | 1.2 | 1 | -6.3 | 0 | 1 | -3 | 2 | -2
Cc1nc(NC(=O)CSc2nnc(-c3ccncc3)n2C)sc1C | 5 | 0.95 | 1 | -1.2 | -7 | -14 | -4 | -1 | 0
CCCC(=O)C1=C(O)C(c2cccc(Oc3ccccc3)c2)CCC1=O (stereo not given) | -24 | 1.2 | 0.91 | -3.5 | -3 | 3 | 9 | -1 | -3
COc1ccccc1CCNC(=O)c1ccc(NC(=O)CC2SC(N3CCCCC3)=NC2=O)cc1 (stereo not given) | -2 | 1 | 0.96 | -0.8 | -6 | -2 | 4 | 2 | -2
Cc1c2n(c3ccccc13)CCN(C)C2 | -1 | 1 | 1.1 | -2.0 | -5 | -12 | -5 | -3 | -1
CCOC(=O)c1c(NC(=O)c2cc(C)oc2C)sc(C(=O)Nc2ccc(Cl)cc2)c1C | -39 | 1.4 | 1 | -1.0 | -2 | -7 | -1 | 0 | -6
COc1ccccc1-c1nnc(Sc2nc([N+](=O)[O-])nn2C)o1 | 5 | 0.95 | 1.1 | -0.9 | -4 | -3 | -7 | -3 | -5
CCCCNC(=O)c1ccc2c(c1)C(=O)N(Cc1ccncc1)C2=O | -5 | 1.1 | 1 | -2.1 | 3 | -2 | -1 | 1 | 0
COc1cccc(/C=N/N2C(=O)CSC2=S)c1O | 32 | 0.68 | 0.6 | -19 | -2 | 0 | 40 | -3 | 0
COc1ccc(C2N(C(=O)CN3CCOCC3)CCN2S(=O)(=O)c2ccccc2)cc1 (stereo not given) | 14 | 0.86 | 1.1 | 0.8 | 6 | 5 | -7 | 12 | -2
CC(C)C(NC(=O)c1c(F)cccc1F)C(=O)N1CCN(c2ncccn2)CC1 (stereo not given) | 6 | 0.94 | 1 | -3.2 | -5 | -8 | -1 | -3 | -3
O=C(NNc1c(Cl)cncc1Cl)c1cccs1 | 19 | 0.81 | 0.97 | -0.1 | 11 | -3 | 2 | 3 | 2
C/C(=N\NC(=O)C(c1ccncc1)N1CCOCC1)c1ccc(Br)cc1 (stereo not given) | 15 | 0.85 | 1 | -1.2 | 4 | 1 | -4 | 1 | -2
CC1CCN(c2ccc(C(=O)O)cc2)CC1 | -19 | 1.2 | 1 | 0.2 | 5 | -6 | 0 | 7 | 2
Cc1cc(C(=O)NNCc2ccccc2)no1 | -9 | 1.1 | 0.98 | -0.4 | -2 | 1 | 2 | -2 | -1
COc1ccc(NC(=O)c2cc(-c3ccccc3O)n[nH]2)cc1Cl | -99 | 2 | 1.1 | 3.4 | -4 | 5 | -15 | 2 | -6
CC1(c2ccccc2)NC(=O)N(CC(=O)NC(=O)NCc2ccco2)C1=O (stereo not given) | -1 | 1 | 0.92 | -1.7 | -2 | -1 | 8 | 1 | -2
COc1ccc(C(=O)OCC(=O)c2ccc(Br)s2)c(OC)c1 | 1 | 0.99 | 0.96 | -2.4 | -8 | 3 | 4 | -3 | 5
CC1(NC(=O)c2cccc(S(=O)(=O)N3CCN(c4ccc(F)cc4)CC3)c2)CCS(=O)(=O)C1 (stereo not given) | -22 | 1.2 | 0.93 | -0.1 | -12 | -5 | 7 | 0 | -2
COc1ccc(/C=C/C(=O)NC(=S)NN2CCCCC2c2cccnc2)cc1 (stereo not given) | 6 | 0.94 | 0.92 | 0.8 | -6 | 2 | 8 | -1 | -5
N#Cc1ccc(CSc2nc(N)cc(N)n2)cc1 | 0 | 1 | 0.92 | -0.9 | -7 | 2 | 8 | -4 | 1
Cc1cc(N2CCN(c3cccc(C(F)(F)F)c3)CC2)n2ncnc2n1 | 13 | 0.87 | 0.99 | 26 | -9 | -12 | 1 | -8 | -1
CCCCNC(=O)N(O)C1N(/N=C/c2ccco2)C(=S)SC1(C)C (stereo not given) | -4 | 1 | 1 | -2.6 | -8 | 6 | -2 | -2 | 5
O=C(NCc1ccc(F)cc1)c1cccc2c1C(=O)c1ccc(N3CCOCC3)cc1S2(=O)=O | -2 | 1 | 0.91 | 0.8 | -12 | 0 | 9 | -3 | 4
CCCCNC(=O)C1(NC(=O)Nc2ccc(C)cc2)CCCCC1 | -12 | 1.1 | 1.2 | -1.8 | -5 | -8 | -16 | -3 | -4
COCCCNC(=O)CC1C[C@H](C(=O)N(C(C)C)C(C)C)[C@@]2(C)c3[nH]c4ccccc4c3CCN2C1=O (stereo not given in full) | -7 | 1.1 | 0.92 | 0.3 | -6 | · | 8 | -3 | -1
O=C(CSc1nc2ccccc2s1)N/N=C/c1ccco1 | -1 | 1 | 0.91 | -1.5 | -4 | -4 | 9 | 1 | 1
N#C/C(=N\Nc1cc(Cl)cc(Cl)c1)c1nnc2n1CCCCC2 | -8 | 1.1 | 0.9 | 14 | -2 | 8 | 10 | -6 | -5
O=C(c1cc(-c2ccc(Cl)c(Cl)c2)on1)N1CCOCC1 | -4 | 1 | 1 | -1.7 | -8 | -1 | -3 | -3 | 0
CCN(C(=O)c1cn(C)c(=O)c2cc(OC)c(OC)cc12)c1cc(C)ccc1C | -8 | 1.1 | 1 | -0.9 | -6 | -12 | 0 | -2 | -3
